Rin1 Abl inh: blocks binding of human Rin1 to Abl; P00519+Q13671; TR-FRET Rin1/Abl binding, biochemical; inhibition, % at 7.35 µM; 360,000 compounds, 0.4% hits; AID 588664; in the data active = inhibition above about 5%, passing the limit was not always enough
Neddylation inh: blocks human cullin neddylation; 360,000 compounds, 0.58% hits; AID 651699; TR-FRET cullin neddylation, biochemical; calls only at 25 µM; in the data active = inhibition above about 36%
MT1-MMP act inh: inhibitors of human MT1-MMP activation | P50281 | HT1080 RFP-PRO-GFP cells, GFP/RFP ratio fluorescence, overnight; percent of plate control window, DMSO zero | GFP/RFP ratio change, % at 20 µM | 360,000 compounds, 0.061% hits | AID 651647;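 active = GFP/RFP ratio change of at least 30% with cell ATP level not reduced by more than half and red fluorescence within 50% of control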; note: strong numbers were not always called active
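Compound: 20 µM single dose, 1% DMSO / System: HT1080 RFP-PRO-GFP cells / Controls: DMSO and RFP-L50D-GFP cell wells / Read-out basis: GFP/RFP fluorescence ratio / Schedule: overnight compound exposure at 37 °C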
SKN-1 inh: inhibitors of C. elegans SKN-1; C. elegans VP596 Pgst-4::GFP/RFP ratio, acrylamide-induced, 24 h; inhibition, % at 21.8 µM; 360,000 compounds, 0.49% hits; AID 624304;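 active = interference check ratio from 0.5 to 1.5 plus GFP to RFP signal ratio inhibition reaching or exceeding a fixed threshold, cut at about 30% in these data, passing the limit was not always enough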; note: some compounds called inactive have numbers as strong as hits
FAS-TE inh: FAS thioesterase (human) inhibition | recombinant FAS-TE, OMFH fluorogenic substrate, fluorescence endpoint | inhibition, % at 15 µM | AID 602261 | P49327 | 360,000 compounds, 0.67% hits;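 active = compounds whose normalised, plate-corrected inhibition of enzyme fluorescence in the single-dose primary screen is 50% or more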;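 note: 0% = DMSO with enzyme and 100% = substrate without enzyme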
CendR NRP1 mod: alters CendR peptide binding to human NRP-1 | O14786 | FAM-RPARPAR peptide binding to NRP-1, fluorescence polarization | inhibition, % at 25 µM | 360,000 compounds, 0.85% hits;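 active = inhibition or corrected inhibition above about 18%, plus a signal ratio from 0.5 to 1.5, limit read from the data, passing the limit was not always enough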; note: strong numbers were not always called active
E coli Lon inh: inhibitors of E. coli Lon protease. P0A9M0. purified E. coli Lon protease, fluorescence polarization. inhibition, % at 7.94 µM. 360,000 compounds, 0.42% hits. AID 602123; in the data active = inhibition above about 13%, passing the limit was not always enough;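 note: 0% = enzyme with probe and DMSO and 100% = no enzyme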
Target sequence (P0A9M0 whole entry, looked up): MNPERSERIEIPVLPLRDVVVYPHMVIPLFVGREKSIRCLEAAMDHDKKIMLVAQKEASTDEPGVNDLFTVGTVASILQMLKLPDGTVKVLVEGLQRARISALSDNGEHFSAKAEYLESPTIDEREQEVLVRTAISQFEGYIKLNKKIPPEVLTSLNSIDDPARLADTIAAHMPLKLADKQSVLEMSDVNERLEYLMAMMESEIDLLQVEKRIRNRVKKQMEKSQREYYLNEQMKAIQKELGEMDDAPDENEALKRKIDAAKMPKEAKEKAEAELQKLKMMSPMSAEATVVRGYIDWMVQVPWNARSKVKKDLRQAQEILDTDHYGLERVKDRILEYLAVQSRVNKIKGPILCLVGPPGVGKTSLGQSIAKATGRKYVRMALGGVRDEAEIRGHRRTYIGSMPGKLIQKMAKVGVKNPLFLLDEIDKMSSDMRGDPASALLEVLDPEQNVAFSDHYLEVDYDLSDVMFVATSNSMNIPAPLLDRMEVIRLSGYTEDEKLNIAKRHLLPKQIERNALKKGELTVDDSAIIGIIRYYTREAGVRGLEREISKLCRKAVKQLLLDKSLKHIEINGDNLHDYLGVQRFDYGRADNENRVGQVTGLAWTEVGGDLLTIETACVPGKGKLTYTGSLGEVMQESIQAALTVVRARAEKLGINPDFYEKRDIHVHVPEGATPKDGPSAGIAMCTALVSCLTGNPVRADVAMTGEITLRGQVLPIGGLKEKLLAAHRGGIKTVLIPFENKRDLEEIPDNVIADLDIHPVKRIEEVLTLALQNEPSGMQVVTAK
MsrA inh: inhibitors of bovine MsrA. purified bovine MsrA, absorbance read-out. inhibition, % at 15.5 µM. 360,000 compounds, 0.75% hits; in the data active = inhibition above about 4.5%;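 note: 0% = vehicle wells with enzyme and 100% = reference inhibitor wells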
bovine MsrA act: bovine methionine sulfoxide reductase A activation. purified bovine MsrA, absorbance read-out. activation, % at 10.6 µM. 360,000 compounds, 0.3% hits. AID 602163; in the data active = activation above about 7.5%;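 note: 0% = vehicle and 100% = reference activator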
An asterisk follows results filed as active; i = inactive; x = no result given; + = active, no number. The order is random; any-hit rate near 4.2%.

SMILES | Rin1 Abl inh | Neddylation inh | MT1-MMP act inh | SKN-1 inh | FAS-TE inh | CendR NRP1 mod | E coli Lon inh | MsrA inh | bovine MsrA act
O=C1Nc2ccccc2N=C(c2ccccc2)C1N(C(=O)c1ccnc2ccccc12)c1ccccc1 (centres undefined) | 2 | i | -2 | 19 | 13 | -8 | 8 | 0.8 | -9
O=C1CSC(c2ccccc2)N1CCc1ccccc1 (centres undefined) | 0 | i | 2 | 1 | 4 | -8 | 2 | 0.4 | -6
CC1CC2(C)C(=CC1=O)CCC1C2C(O)CC2(C)C1CCC2(O)C(=O)CO (centres undefined) | 2 | i | 2 | 4 | 0 | 14 | -7 | -1.4 | 0
COc1ccc(CCNC(=O)c2cc3c(=O)n4ccccc4nc3n(Cc3ccco3)c2=N)cc1OC | 0 | i | 0 | 0 | 1 | 0 | -4 | 0.5 | -3
CCOc1ccc(-n2nc(C(=O)N3CCN(CC)CC3)c3ccccc3c2=O)cc1 | -2 | i | 6 | 25 | -3 | 1 | -3 | -0.1 | -2
COc1ccc(N2C(=O)/C(=C\c3ccco3)N=C2SCC(=O)N(C(C)C)C(C)C)cc1Cl | 2 | i | -12 | 9 | 26 | -23 | -8 | -0.6 | -3
C=CCNC(=S)N/N=C/c1ccc(C)cc1C | -2 | i | 7 | -4 | 7 | -2 | 4 | 2.8 | -10
COc1cccc(C(NC(=O)c2ccccc2F)NC(=O)c2ccccc2F)c1 | 5 | i | 4 | -4 | 3 | 2 | -4 | 0.1 | -3
COC(=O)N/N=C\c1cccc(OC(=O)c2cccs2)c1 | 4 | i | 5 | 3 | 0 | 5 | -2 | 0.4 | -4
O=C(COc1ccc(Br)cc1CNCCc1ccccc1)NCc1ccccc1 | 0 | i | -4 | -2 | 6 | 15 | 7 | 0.6 | -6
COc1ccc(NC(=S)NC(=O)Cc2ccccc2)cc1 | 0 | i | 2 | 2 | 12 | 1 | -10 | 0.8 | -3
COc1cccc(N2CC(C(=O)Nc3c(C(N)=O)oc4ccccc34)CC2=O)c1 (centres undefined) | -3 | i | 2 | 3 | 0 | 1 | -4 | -0.4 | 1
O=C(OCC(=O)N1CCOCC1)c1cccc(F)c1 | 2 | i | -1 | 5 | -2 | 2 | 2 | 0.8 | -1
O=C1COC(c2ccccc2)C2CCCCN12 (centres undefined) | 3 | i | -14 | 9 | -8 | -2 | 10 | -1.4 | -2
COc1ccc(CNC(=O)CCc2c(C)nc3ncnn3c2C)cc1 | 5 | i | -3 | 3 | -6 | 7 | -9 | 0.6 | -8
CCC(=O)N/C(=N/c1nc(C)cc(C)n1)Nc1ccc(C)cc1 | 2 | i | -3 | -22 | 0 | -8 | -6 | 0.2 | -5
O=P(O)(CCc1ccccn1)CN1CCCCC1 | 2 | i | 4 | 2 | -10 | 8 | -5 | 1.5 | -2
CCOC(=O)c1[nH]c(C)c(C(=O)Nc2cccc(Cl)c2C)c1C | 4 | i | -12 | 7 | 2 | 3 | 2 | -0.8 | -1
COc1ccc(CCNc2ccc(C(CC(N)=O)NC(=O)c3cc(C)cc(C)c3)cc2[N+](=O)[O-])cc1 (centres undefined) | 0 | i | 2 | -5 | -5 | 0 | -4 | 0.6 | -1
CCCCCc1ccc(-c2cn(Cc3cccc(OC)c3)nn2)cc1 | 2 | i | 1 | 11 | 19 | 9 | -12 | 1.9 | -1
Cn1c(=O)c2c(nc(NNC(=O)C(F)(F)F)n2C)n(C)c1=O | -2 | i | 1 | 8 | -7 | -2 | 3 | 0.1 | -4
Cc1nn(C(=O)c2c([N+](=O)[O-])cnn2C)c(C)c1Cl | -2 | i | -3 | -3 | -7 | 0 | -2 | -0.8 | -8
C#CCN(C[C@@H]1[C@@H](OC(=O)Nc2cccs2)[C@@H](OC(=O)Nc2cccs2)Cn2c(=O)ccc(=O)n21)S(=O)(=O)c1ccc(C)cc1 | -3 | i | -16 | 22 | -4 | -22 | -2 | 1.1 | -4
CSc1ccc(C2Nc3cccc4cccc(c34)N2)cc1 | -2 | i | 6 | 6 | 32 | 12 | 0 | -0.3 | -3
Cc1ccc2ccc(C(Nc3ccccc3)c3ccc(C(C)C)cc3)c(O)c2n1 (centres undefined) | x | i | -5 | -7 | x | -12 | x | 2.2 | x

Part of the list above, with values under each structure:
The line under a structure holds: Rin1 Abl inh, Neddylation inh, MT1-MMP act inh, SKN-1 inh, FAS-TE inh, CendR NRP1 mod, E coli Lon inh, MsrA inh, bovine MsrA act
> Cn1c(=O)c2c(nc(NNC(=O)C(F)(F)F)n2C)n(C)c1=O
 : -2, i, 1, 8, -7, -2, 3, 0.1, -4
> COC(=O)N/N=C\c1cccc(OC(=O)c2cccs2)c1
 : 4, i, 5, 3, 0, 5, -2, 0.4, -4

(cont.)
SMILES | Rin1 Abl inh | Neddylation inh | MT1-MMP act inh | SKN-1 inh | FAS-TE inh | CendR NRP1 mod | E coli Lon inh | MsrA inh | bovine MsrA act
Brc1ccc(-c2nnc(-c3ccco3)o2)cc1 | 1 | i | 1 | 81* | 0 | 2 | -6 | 0.9 | 2
CCc1c(C)sc(NC(=O)c2cc(CC(C)C)on2)c1C#N | -5 | i | -3 | -2 | 33 | -12 | -2 | 1.2 | -1
CCCCn1c(O)c2n(c1=O)Cc1ccccc1N=C2c1ccc(OC)cc1 | -3 | i | 3 | 11 | 1 | 4 | 3 | 0.5 | -1
CCCCNC(=O)Cc1cc(=O)[nH]c(=O)[nH]1 | 0 | i | 6 | 2 | -9 | 4 | -7 | -0.4 | -7
Cn1nnc2cc(C(=O)NCCC3=CCCCC3)ccc21 | -1 | i | -1 | 35* | 2 | 3 | -1 | 0.9 | 0
Cc1cccc(NC(=O)CS(=O)(=O)c2cn(C)c3ccccc23)c1C | 2 | i | -5 | -6 | -4 | 8 | -3 | -1.2 | -2
CCNC(=O)c1ccccc1-c1nc(-c2ccccc2Cl)no1 | -1 | i | 0 | -2 | -6 | -3 | 5 | 1.4 | -1
CN(CCNC(=O)c1cn(C)c2ccc(S(=O)(=O)N3CCCC3)cc2c1=O)CCc1ccccc1 | 3 | i | -1 | 8 | 17 | -4 | -2 | 2.8 | -2
O=C(CNC(=O)c1ccco1)N/N=C/c1cc(Br)ccc1O | 1 | + | 3 | 13 | 24 | 7 | 11 | -0.5 | -2
CCN(CC(=O)Nc1cccc(OC)c1)C(=O)c1ccncc1 | 2 | i | 4 | 2 | -3 | 11 | 1 | -0.2 | -2
Cc1nc([N+](=O)[O-])c(Sc2nc3ccc([N+](=O)[O-])cc3[nH]2)n1Cc1ccccc1 | 1 | i | 7 | 5 | -7 | -3 | 1 | 1.2 | -2
CCCC1=C(C(=O)OCC)C(c2sccc2C)n2ncnc2N1 (centres undefined) | -1 | i | 0 | 7 | -4 | 9 | -5 | 0.6 | -1
O=c1c(N2CCOCC2)nsnc1N1CCOCC1 | -4 | i | -2 | 8 | -7 | -5 | -2 | -1.0 | -3
Cc1nnc(SCC(=O)Nc2ccccc2)c2ccccc12 | -2 | i | 2 | 10 | -3 | -2 | -11 | 0.0 | -2
CC1(C)Cc2cccc(OC(=O)NC3CCCCC3)c2O1 | x | i | 2 | 4 | -5 | -15 | 6 | 0.4 | 1
O=C(NCc1ccccc1Cl)C1CCN(S(=O)(=O)c2ccc(-n3cnnn3)cc2)CC1 | 0 | i | 5 | -11 | 6 | -4 | 1 | 1.9 | 2
O=C(CSc1nc(O)cc(=O)[nH]1)C1CC1 | 1 | i | 5 | 6 | -8 | 4 | -7 | -0.7 | 0
CCNc1nc(NCC)nc(Nn2cnnc2)n1 | -3 | i | 2 | -17 | -8 | -9 | -8 | 0.1 | -2
COC(=O)c1cc(C#N)c(Oc2ccc(F)cc2)nc1C | -3 | i | 0 | 9 | 12 | -6 | -15 | 0.6 | -4
N#C/C(=C/c1ccc(N2CCCCCC2)o1)c1ccc(Cl)cc1 | -6 | i | -69 | 3 | -23 | 130 | -27 | x | -15
CC(=O)Nc1ccc(CN2CCN(CC(C)C)C(CCO)C2)cc1 (centres undefined) | -4 | i | 1 | 11 | -2 | -3 | -14 | 0.2 | 0
COc1cc(/C=C(\C#N)c2nc3ccccc3[nH]2)cc(OC)c1O | -4 | i | -73 | 8 | -39 | 133 | i | 3.2 | -3
O=C(CC1(C(=O)O)CCCC1)N1CCOCC1 | 1 | i | 2 | 28 | -8 | -6 | -5 | 1.1 | -3
CC(C)CSc1nc2c(=O)[nH][nH]c(=O)c2n1Cc1ccccc1 | 0 | i | 2 | -15 | -14 | -15 | -6 | -0.9 | -10
CC(Cc1ccccc1)NC(=O)CN1C(=O)c2ccccc2S1(=O)=O (centres undefined) | -1 | i | 2 | -2 | -5 | 5 | 1 | 1.1 | -3

Continued:
SMILES | Rin1 Abl inh | Neddylation inh | MT1-MMP act inh | SKN-1 inh | FAS-TE inh | CendR NRP1 mod | E coli Lon inh | MsrA inh | bovine MsrA act
O=C(COc1ccccc1)N1CCN(C(=O)c2cccs2)CC1 | 0 | i | -1 | -17 | -6 | 4 | -5 | -1.4 | -9
O=C(NCCOc1ccccc1F)C1CC(=O)N(Cc2ccccc2)C1 (centres undefined) | 6 | i | 1 | 5 | -5 | 8 | -3 | 1.1 | -6
COc1ccc2nc(C)cc(SCC(NC(C)=O)C(=O)OC(C)C)c2c1 (centres undefined) | -3 | i | -3 | 0 | -3 | 5 | 1 | 0.2 | -3
FC(F)Sc1ccc(NC(=S)NC2CCCCC2)cc1 | -2 | i | 2 | -7 | 16 | 4 | -2 | 2.0 | 0
COC(=O)c1ccc(C(=O)OC)c(NC(=O)CS(=O)(=O)Cc2ccccc2)c1 | -1 | i | 1 | 21 | -4 | -4 | -6 | 1.2 | 0
COc1ccc(C(=O)CN2C3=NCCCN3c3ccccc32)cc1OC | -2 | i | 0 | -5 | -5 | 6 | -19 | -0.4 | -8

Exported as labelled records: entries from further up.
O=C1Nc2ccccc2N=C(c2ccccc2)C1N(C(=O)c1ccnc2ccccc12)c1ccccc1 (centres undefined)
  Rin1 Abl inh = 2 | Neddylation inh = i | MT1-MMP act inh = -2 | SKN-1 inh = 19 | FAS-TE inh = 13 | CendR NRP1 mod = -8 | E coli Lon inh = 8 | MsrA inh = 0.8 | bovine MsrA act = -9

O=C1CSC(c2ccccc2)N1CCc1ccccc1 (centres undefined)
  Rin1 Abl inh = 0 | Neddylation inh = i | MT1-MMP act inh = 2 | SKN-1 inh = 1 | FAS-TE inh = 4 | CendR NRP1 mod = -8 | E coli Lon inh = 2 | MsrA inh = 0.4 | bovine MsrA act = -6

Single records, from the list above. Order of screens: Rin1 Abl inh | Neddylation inh | MT1-MMP act inh | SKN-1 inh | FAS-TE inh | CendR NRP1 mod | E coli Lon inh | MsrA inh | bovine MsrA act
Results for Cc1cccc(NC(=O)CS(=O)(=O)c2cn(C)c3ccccc23)c1C = 2 | i | -5 | -6 | -4 | 8 | -3 | -1.2 | -2
Results for CC1(C)Cc2cccc(OC(=O)NC3CCCCC3)c2O1 = x | i | 2 | 4 | -5 | -15 | 6 | 0.4 | 1
Results for C=CCNC(=S)N/N=C/c1ccc(C)cc1C = -2 | i | 7 | -4 | 7 | -2 | 4 | 2.8 | -10
